Screening data deposited in PubChem BioAssay by several laboratories.
phage Ecoli inh: E. coli growth loss with phage present; actives 0.26% (n = 360,000); growth absorbance; AID 651602; inhibition, % at 11.9 µM; in the data active = inhibition above about 11%
Ecoli viability: bacterial growth inhibition, counter-screen for AddAB inhibitors; inhibition, % at 11.9 µM; actives 0.27% (n = 330,000); E. coli V3065 growth, OD600 absorbance, 18 h;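 active = inhibition above the campaign's mean inhibition across all tested compounds plus 3 SD, cut at about 9.9% in these data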;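 also: uninfected addAB+ strain grown without phage in ampicillin broth; 0% = DMSO wells and 100% = ciprofloxacin 0.95 µg/ml wells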
DSG3 Ab inh: blocks pemphigus antibody binding to human desmoglein-3; P32926; DSG3-coupled beads, scFv-anti-DSG3-GFP binding, flow cytometry; stronger effect = lower value; binding (percent of control), % at 10 µM; actives 0.48% (n = 310,000); AID 588358;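 active = binding more than 3 SD below its plate's average and above zero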;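 also: hits lower antibody fragment binding to DSG3; some compounds called inactive have numbers as strong as hits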
Target sequence (P32926 whole entry, looked up, the tested form may be a part): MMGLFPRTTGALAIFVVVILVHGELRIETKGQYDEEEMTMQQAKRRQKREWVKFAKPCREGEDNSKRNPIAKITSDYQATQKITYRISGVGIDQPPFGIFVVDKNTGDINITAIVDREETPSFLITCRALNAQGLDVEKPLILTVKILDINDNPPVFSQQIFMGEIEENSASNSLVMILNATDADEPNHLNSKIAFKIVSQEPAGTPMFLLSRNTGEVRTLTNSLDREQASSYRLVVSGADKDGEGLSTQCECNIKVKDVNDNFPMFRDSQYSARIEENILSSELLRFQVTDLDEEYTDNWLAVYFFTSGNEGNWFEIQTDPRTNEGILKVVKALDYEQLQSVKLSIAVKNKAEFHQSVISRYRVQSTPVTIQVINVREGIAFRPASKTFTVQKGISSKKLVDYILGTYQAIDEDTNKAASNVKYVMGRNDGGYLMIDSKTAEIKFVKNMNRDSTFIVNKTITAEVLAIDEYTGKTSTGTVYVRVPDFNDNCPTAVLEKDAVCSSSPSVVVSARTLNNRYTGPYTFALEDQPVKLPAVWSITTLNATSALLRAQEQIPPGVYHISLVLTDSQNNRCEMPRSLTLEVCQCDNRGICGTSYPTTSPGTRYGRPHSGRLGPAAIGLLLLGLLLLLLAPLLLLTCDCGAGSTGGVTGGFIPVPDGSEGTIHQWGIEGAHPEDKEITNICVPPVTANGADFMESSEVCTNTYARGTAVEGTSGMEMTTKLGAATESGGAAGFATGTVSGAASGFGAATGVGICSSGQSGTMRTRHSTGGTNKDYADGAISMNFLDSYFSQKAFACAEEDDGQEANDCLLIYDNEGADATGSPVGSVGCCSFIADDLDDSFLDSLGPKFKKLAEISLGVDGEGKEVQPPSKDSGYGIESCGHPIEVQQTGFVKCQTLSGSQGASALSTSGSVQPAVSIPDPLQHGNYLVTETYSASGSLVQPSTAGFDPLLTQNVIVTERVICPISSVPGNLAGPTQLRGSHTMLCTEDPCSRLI
PKA-R1A activ: PKA-R1A complex activation. P00514+P68181. PKA-R1A dissociation, Cy5-IP20 fluorescence polarization; scaled: DMSO 0%, 113 µM cGMP 100%. activation, % at 11.4 µM. actives 0.083% (n = 340,000). AID 504707;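 active = percent activation above the mean of all tested compounds plus 3 SD, cut at about 19% in these data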;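 also: higher means more PKAc released from R1A so a rise in polarization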
Arr AP2 block: human beta-arrestin and AP2 interaction inhibition | AID 504490 | FITC-arrestin peptide / GST-AP2 beads, flow cytometry; AP2 beta2 appendage carries R879A mutation | inhibition, % at 10 µM | actives 0.31% (n = 340,000);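 active = inhibition above a set limit, near 3 SD of compounds lacking own fluorescence, cut at about 54% in these data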;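 also: plate controls were DMSO wells for no effect and 5 µM unlabelled arrestin peptide for full effect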
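test system = AP2 appendage R879A on GSH beads | buffer or medium = PBS plus Tween 20 (0.05%) and BSA (0.1%) | incubation = 12 min plus 1 h, RT | detection = bead flow cytometry, FITC channel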
PfHsp90 set2: inhibits growth of yeast expressing Plasmodium falciparum Hsp90 | AID 504621 | inhibition, % at 9.4 µM | S. cerevisiae expressing PfHsp90, BacTiter-Glo ATP, 48 h; yeast lacking PDR1 and PDR3 efflux regulators | actives 0.32% (n = 310,000);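 active = every replicate shows inhibition above about 80%, whatever the replicate mean, limit read from the data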;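 also: 0% = DMSO neutral controls and 100% = 20 µM radicicol positive controls; yeast relying on Plasmodium falciparum Hsp90 in place of its own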
OPRM1-OPRD1 inv: mu-delta opioid heterodimer inverse agonism. P35372+P41143. inhibition, % at 9.3 µM. actives 0.21% (n = 340,000). cell-based MOR-DOR heterodimer luminescence; in the data active = inhibition above about 22%, passing the limit was not always enough;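 also: 0% = cells with DMSO and 100% = wells without cells with DMSO; values of inactives mirror those of a sister screen read the other way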
OPRM1-OPRD1 ag: OPRM1-OPRD1 heterodimerization agonism; activation, % at 9.3 µM; actives 0.3% (n = 340,000); cells, luminescence; in the data active = activation above about 18%;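 also: 0% = vehicle-treated cells and 100% = reference agonist; values of inactives mirror those of a sister screen read the other way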
AddAB inh: less growth of phage-infected E. coli with AddAB; E. coli expressing H. pylori AddAB, absorbance growth; inhibition, % at 11.9 µM; actives 0.29% (n = 330,000); in the data active = inhibition above about 12%;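 also: 0% = vehicle wells of infected cells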
Mot1-301 SUMO: inhibitors of SUMOylation pathway: yeast Mot1-301 growth rescue; S. cerevisiae Mot1-301 growth rescue, ATP luminescence, 38.5C; percent above DMSO median, 100 means doubled; growth rescue, % at 18.8 µM; actives 1% (n = 320,000); AID 2716;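 active = every valid replicate shows activation above 250% relative to neutral control wells; inactive = the rest, any valid replicate at or below 250%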;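 also: OY570 slx delta 5 strain wells were the positive control but not used for scaling; some compounds called inactive have numbers as strong as hits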
Tat export inh: blocks Tat-dependent protein export in E. coli; E. coli MC4100 TorA-mCherry Tat export, fluorescence; inhibition, % at 10 µM; actives 0.036% (n = 340,000);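 active = mean replicate inhibition at least 50% and at least half of replicates individually reaching 50%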;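 also: exported cargo escapes ClpAP degradation while cytoplasmic cargo is degraded and loses fluorescence; 0% = median of neutral control wells and 100% = median of NaSCN control wells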
Numbers without * were called inactive; . = no result given.

Values run as follows: Ecoli viability, Arr AP2 block, Tat export inh, phage Ecoli inh, OPRM1-OPRD1 inv, PfHsp90 set2, OPRM1-OPRD1 ag, Mot1-301 SUMO, PKA-R1A activ, AddAB inh, DSG3 Ab inh
COc1c(F)c(F)c(C(=O)Nc2ccc(N3CCN(Cc4ccccc4)CC3)cc2)c(F)c1F
 : 4.2, 8.6, 17.3, 2.7, -30.1, ., 5.3, 19.9, -3.2, 1.6, 98.7
Cc1noc(C)c1C(=O)N(CC(=O)NC1CCCC1)Cc1ccccc1F
 : 0.7, -0.6, -10.7, 1.0, 9.9, 18.6, -1.8, 20.3, 3.8, 0.9, 94.5
C/C(=N\NC(=S)NCCc1ccccc1)c1ccc(Cl)cc1
 : 0.2, 13.8, 0.3, 0.1, -5.6, -0.9, 1.2, -4.3, 1.6, 1.7, 100.6
CCOc1ccc(NC2OCC(O)C(O)C2O)c([N+](=O)[O-])c1 (stereo unspecified)
 : 3.5, 42.5, 1.1, 1.6, 8.7, 9.4, -1.6, 3.6, -16.1, 2.3, 96.0
COc1ccc(NC(=O)CCNS(=O)(=O)c2cccc3nsnc23)cc1OC
 : 2.3, -3.8, -9.7, 4.4, 10.9, 9.2, -2.0, 369.1, 0.3, 4.2, 100.7
COc1cccc(CN2CC(C(=O)N(C)CCCC3CCCC3)CCC2=O)c1 (stereo unspecified)
 : 1.5, 44.4, -2.7, 1.3, 14.8, 2.8, -2.9, 2.5, -6.9, 1.9, 101.2
CCCCNc1nc(Nc2ccc(C)c(Cl)c2)c2cnn(C)c2n1
 : -1.2, -12.2, -5.1, 0.9, -23.0, -0.3, 4.1, -13.1, -11.1, 0.3, 88.9
CCOc1ccc(CCN2C(=S)N([C@@H](CC(C)C)CN3CCCC3CN3C(=S)NC[C@@H]3CC(C)C)C[C@@H]2CC(C)C)cc1 (stereo partly specified)
 : ., -6.7, -12.9, 2.0, 12.6, -11.8, -2.7, ., 8.5, ., 94.2
Cc1cc(C)cc(OC(C)c2ccnc3nc(/N=C/N(C)C)nn23)c1 (stereo unspecified)
 : -0.8, 1.3, -0.5, 0.8, 16.2, 17.4, -3.1, -19.8, 0.3, 0.6, 99.8
CCOc1cc(N2CCOCC2)c(OCC)cc1NC(=O)COC(=O)[C@@H]1CCCN1S(=O)(=O)c1ccccc1F
 : -2.3, 0.3, -0.7, -0.3, -16.8, -2.0, 3.0, ., 2.5, 1.9, 100.5
Cc1ccc(NC(=O)CS(=O)CC(=O)N(c2ccccc2F)C(C)C(=O)NC2CCCC2)cc1 (stereo unspecified)
 : -2.5, 6.0, 6.3, -0.2, 1.9, -4.4, -0.2, 19.2, 1.9, 0.5, 90.6
O=C(O)c1ccc(N2CCc3ccccc32)c([N+](=O)[O-])c1
 : -0.8, 39.3, -4.3, -0.2, 13.1, 0.3, -2.6, -5.4, 4.3, 0.5, 88.5
CC(=O)Nc1cc([N+](=O)[O-])ccc1OCc1ccccc1
 : ., 4.9, -2.6, 2.2, 12.8, -4.7, -2.5, ., -4.1, ., 95.0
C#CC(C)(CC)NC(=O)Cn1nnc(-c2ccc(S(C)(=O)=O)cc2)n1 (stereo unspecified)
 : 2.0, 8.8, -12.9, -0.7, 3.4, 32.3, -0.8, 0.0, -11.2, 3.6, 109.0
COc1ccc([C@H]2/C=C\CN(Cc3ccc(N(C)C)cc3)[C@@H](C)C(=O)N2Cc2ccc(F)cc2)cc1
 : 0.6, -1.7, -5.4, 0.2, 18.4, ., -3.3, 23.2, -10.4, 0.2, 103.6
Cc1nn(C)c(C(=O)Nc2ccn(Cc3ccccc3F)n2)c1[N+](=O)[O-]
 : -1.8, -4.0, 4.7, 4.7, 8.1, 7.1, -1.5, 9.8, -8.1, 1.8, 101.3
Cc1cccc(C)c1OCC(O)CN1CCC(CN2C(=O)c3cccc4cccc(c34)C2=O)CC1 (stereo unspecified)
 : -3.0, -5.6, 0.5, 1.7, 4.2, 5.9, -0.8, -21.6, -8.0, 0.7, 100.9
CCOc1ccc(-n2c(SCC(=O)Nc3ccc(OC)cc3)nc3sc4c(c3c2=O)CCN(C)C4)cc1
 : -1.4, 29.0, -4.8, 0.2, 6.1, -67.8, -1.2, -0.2, 2.4, 0.3, .
CNc1ccccc1-c1nc2ccccc2n(C)c1=O
 : -1.2, -3.8, 1.5, 0.9, 6.9, 23.0, -1.2, 1.2, 6.2, -2.1, 94.0
CCN1C(=O)/C(=C2\C=Cc3ccccc3N2CC)SC1=S
 : 0.6, -2.1, -1.0, -2.1, -9.1, 2.4, 1.4, -32.1, -1.4, 0.2, 94.3
Cc1cc(C)nc(NC(=O)/C=C/c2ccc(Cl)cc2Cl)c1
 : -0.7, 21.2, 5.2, -0.5, -15.6, 7.2, 2.8, 140.5, 2.6, 1.0, 122.3
O=S(=O)(NCC(c1ccco1)N1CCOCC1)c1ccc(Cl)cc1 (stereo unspecified)
 : 0.9, -0.2, -10.2, 3.7, 9.9, -11.5, -1.9, 3.3, 0.6, 2.0, 94.2
CCCCOc1ccc(/C=C2/Sc3ccccc3C2=O)cc1
 : 1.8, -0.5, 1.7, 1.6, -25.4, -2.1, 4.7, 99.6, -9.4, 1.4, 78.7
CN(Cc1ccccc1)C(=O)c1[nH]cnc1C(=O)Nc1ccccc1
 : -3.0, -0.1, -8.9, 3.8, 8.5, 0.8, -1.6, 19.9, 3.4, -4.2, 100.8
O=C(C1CC1)N1CCN(Cc2ccccc2)CC1
 : 0.7, 1.4, -3.0, -0.6, 13.6, -2.2, -2.8, -9.3, -18.3, 4.6, .
Cc1ccc(-n2nc3c(=O)n(CCCC(=O)NCc4ccccc4C)nc(C)c3c2C)cc1
 : -1.3, -4.3, 9.0, 0.9, 14.6, -14.2, -2.8, 23.1, -3.1, 2.3, .
CN1/C(=C\C(=O)CSc2nncn2C)C(C)(C)c2ccccc21
 : 0.6, -3.7, -9.1, 4.8, -1.7, 8.0, 0.3, ., 5.5, 0.2, 94.1
Cc1ccc(-c2ccc(CO)o2)cc1N
 : 0.5, 4.2, 0.3, 2.6, -10.1, -14.1, 1.9, 9.9, -4.8, 2.3, 102.0
O=C1CN(C(=S)Nc2ccccc2Cl)CCN1
 : 1.6, 7.1, 15.4, -1.1, -6.2, 15.6, 1.2, 12.0, -7.3, 2.0, 101.6
CC1CCN(C(=O)C2CCCN(S(=O)(=O)c3cccc4nsnc34)C2)CC1 (stereo unspecified)
 : -1.3, -3.6, -3.1, 1.6, 11.2, 8.5, -2.3, -15.9, -1.1, 3.9, .
COc1cc2c(C(=O)O)c(C)n(-c3ccccc3)c2c2ccccc12
 : -3.8, -7.6, -4.4, 1.1, 9.3, -25.7, -1.9, -8.1, -5.0, 2.2, 105.0
CSc1ccc(/C=C/C(=O)Nc2ccccc2)cc1
 : -0.9, -14.0, 4.1, 2.8, -16.7, 30.8, 3.3, ., 1.1, 1.3, 107.4
COc1cc(NC(=O)CCc2c(C)[nH]c(=O)c(C#N)c2C)cc(OC)c1
 : 1.6, -5.3, -0.7, 2.0, 14.0, 19.9, -2.2, -22.3, -3.0, 2.8, .
O=C(C1CCCN1S(=O)(=O)c1cccc2nsnc12)N1CCCCC1 (stereo unspecified)
 : 1.0, -16.1, 6.4, 1.4, 6.7, 1.0, -1.3, ., -10.1, 3.5, 85.8
CC(C)(C)c1ccccc1NC(=O)c1cccnc1
 : -1.4, 3.1, -4.5, 5.3, 14.7, ., -2.7, 17.6, -9.2, 1.3, 100.2
C=CCn1c(SC(C)C(N)=O)nc2sc(CC)cc2c1=O (stereo unspecified)
 : 0.7, 36.7, -3.5, 4.2, ., -6.6, ., -19.0, ., 1.9, 91.7
Oc1cccc(/C=N/Nc2ccc(Cl)nn2)c1O
 : 19.4*, 14.8, -13.1, 13.1*, -14.1, 1.3, 3.2, 2.9, -3.4, 13.3*, 118.5
Cc1csc(SCC(=O)Nc2ccccc2C)n1
 : -0.7, -5.9, -3.6, 1.8, 14.1, -29.9, -3.8, 6.4, -10.6, 0.9, 107.5
COc1ccccc1NC(=O)c1cc(C(=O)Nc2ccccc2OC)cc([N+](=O)[O-])c1
 : -0.5, -6.5, -1.1, 2.2, 4.3, 1.0, -0.7, -8.3, 4.7, -0.2, 81.6
C=CCc1ccccc1OCC(O)CNC(C)C (stereo unspecified)
 : -1.6, 16.9, -10.2, -0.8, -0.2, -4.2, 0.1, 452.3, -7.6, -0.2, 93.3
CC1(NC(=O)Cc2csc(-c3cccc(Cl)c3)n2)CCS(=O)(=O)C1 (stereo unspecified)
 : 3.0, -5.0, -1.8, 0.8, 6.8, 4.4, -1.8, -4.4, 0.5, 2.4, 94.5
Cc1ccccc1OCCSc1nnc(-c2ccncc2)n1C
 : 4.4, -8.2, 1.6, 2.0, 17.3, 24.6, -3.2, 83.7, -6.8, 1.8, 100.0
Cc1cc(S(=O)(=O)N2CCN=C2c2ccccc2)c(Cl)cc1Cl
 : 0.6, 0.3, 3.9, 0.1, 4.1, 10.2, -0.8, 7.9, -3.7, 0.5, .
O=C(COc1ccc([N+](=O)[O-])cc1Cl)Nc1ccc2[nH]c(=O)[nH]c2c1
 : -2.3, 0.9, -4.2, 2.2, 11.7, -10.2, -2.2, 9.4, -11.9, 0.2, 127.9
S=C(NCCN1CCOCC1)N/N=C/c1ccccc1
 : -1.2, -4.1, 0.6, -0.2, 10.4, -16.8, -1.8, 5.5, -10.6, 0.4, 101.6
O=C(COc1ncnc2ccccc12)Nc1ccc(Cl)c([N+](=O)[O-])c1
 : 2.2, 2.7, -2.8, 2.5, 18.1, -15.6, -3.6, -0.8, -3.6, 7.2, 94.1
Cc1cc(NC(=O)Nc2cc(C)nn2-c2ccccc2)n(-c2ccccc2)n1
 : -4.2, -4.3, -4.7, 1.4, 11.5, -2.5, -2.1, 5.5, -3.3, -2.7, 91.3
CCOC(=O)C1(CCOc2ccccc2)CCN(Cc2ccc(OC)c(COC)c2)CC1
 : -0.1, -7.7, -0.9, 0.5, -61.1, 31.1, 12.2, -8.0, 0.9, -2.2, 101.9

Full records, quoted from the list.
`Oc1cccc(/C=N/Nc2ccc(Cl)nn2)c1O` in the list: Ecoli viability = 19.4*; Arr AP2 block = 14.8; Tat export inh = -13.1; phage Ecoli inh = 13.1*; OPRM1-OPRD1 inv = -14.1; PfHsp90 set2 = 1.3; OPRM1-OPRD1 ag = 3.2; Mot1-301 SUMO = 2.9; PKA-R1A activ = -3.4; AddAB inh = 13.3*; DSG3 Ab inh = 118.5
`O=C(C1CCCN1S(=O)(=O)c1cccc2nsnc12)N1CCCCC1` (stereo unspecified) in the list: Ecoli viability = 1.0; Arr AP2 block = -16.1; Tat export inh = 6.4; phage Ecoli inh = 1.4; OPRM1-OPRD1 inv = 6.7; PfHsp90 set2 = 1.0; OPRM1-OPRD1 ag = -1.3; Mot1-301 SUMO = .; PKA-R1A activ = -10.1; AddAB inh = 3.5; DSG3 Ab inh = 85.8

An unsorted share of the library; about 2.8% have a hit in one of these screens.
